Screens from PubChem.
CF NFkB inh – inhibitors of PAF-induced NF-kB signaling, primary screen, cell-based, GFP fluorescence, uHTS | KKLEB NF-kB-GFP reporter, GFP fluorescence overnight | inhibition, % at 5 µM | 360,000 compounds, 0.86% hits | AID 588850, 2011;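 active means at least 50% inhibition at 5 µM, scaled per plate between neutral and stimulator controls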;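 further: PAF is a Pseudomonas aeruginosa culture filtrate used as stimulus; plate controls were PAF-stimulated DMSO wells for no effect and unstimulated DMSO wells for full effect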
Peg3 promoter – Peg3 promoter-driven luciferase inhibitors, primary screen, cell-based, HeLa, luciferase luminescence | HeLa PEG-Prom luciferase reporter, overnight | inhibition, % at 20 µM | 360,000 compounds, 1.7% hits | AID 588405, 2011;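 active means inhibition of at least 50% at 20 µM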
PDI turbidity – inhibitors of human PDI, primary screen, biochemical, turbidity, single point, plate reader | inhibition, % at 10 µM | 350,000 compounds, 0.052% hits | PDI insulin aggregation turbidity, A650, 90 min;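 active means mean inhibition across replicates of 30% or more, whatever share of single replicates reach that level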;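 further: absorbance from insulin aggregation driven by PDI reduction with DTT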
Target sequence (P07237 whole entry, looked up): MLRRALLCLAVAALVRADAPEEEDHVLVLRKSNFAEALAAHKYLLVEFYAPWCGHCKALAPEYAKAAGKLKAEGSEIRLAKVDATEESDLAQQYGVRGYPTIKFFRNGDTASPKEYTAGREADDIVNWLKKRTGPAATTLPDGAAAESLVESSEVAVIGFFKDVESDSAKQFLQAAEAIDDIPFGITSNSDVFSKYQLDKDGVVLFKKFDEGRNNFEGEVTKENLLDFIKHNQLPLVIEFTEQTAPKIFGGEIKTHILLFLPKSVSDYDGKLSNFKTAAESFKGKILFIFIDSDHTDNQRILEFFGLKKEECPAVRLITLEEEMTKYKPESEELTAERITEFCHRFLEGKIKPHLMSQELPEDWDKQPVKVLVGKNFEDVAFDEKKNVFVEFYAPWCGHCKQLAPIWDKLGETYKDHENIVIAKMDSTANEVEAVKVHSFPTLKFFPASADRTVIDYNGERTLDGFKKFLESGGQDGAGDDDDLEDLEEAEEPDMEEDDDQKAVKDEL
NR2E3 ag-1 – NR2E3 agonists in two-hybrid cells, primary screen, cell-based, luminescence, CHO-S, Gal4-NCOR/VP16-NR2E3. luciferase. inhibition of corepressor binding, % at 3.98 µM. AID 602229, 2012. Photoreceptor-specific nuclear receptor (Homo sapiens), Q9Y5X4. 360,000 compounds, 0.35% hits;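 active means inhibition above the mean of all tested compounds plus 3 SD, cut at about 70% in these data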;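 further: 0% = DMSO with NR2E3 transfected cells and 100% = cells lacking NR2E3 construct; higher means lower luciferase signal from less NR2E3 corepressor binding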
Target sequence (Q9Y5X4 whole entry, looked up, the tested form may be a part): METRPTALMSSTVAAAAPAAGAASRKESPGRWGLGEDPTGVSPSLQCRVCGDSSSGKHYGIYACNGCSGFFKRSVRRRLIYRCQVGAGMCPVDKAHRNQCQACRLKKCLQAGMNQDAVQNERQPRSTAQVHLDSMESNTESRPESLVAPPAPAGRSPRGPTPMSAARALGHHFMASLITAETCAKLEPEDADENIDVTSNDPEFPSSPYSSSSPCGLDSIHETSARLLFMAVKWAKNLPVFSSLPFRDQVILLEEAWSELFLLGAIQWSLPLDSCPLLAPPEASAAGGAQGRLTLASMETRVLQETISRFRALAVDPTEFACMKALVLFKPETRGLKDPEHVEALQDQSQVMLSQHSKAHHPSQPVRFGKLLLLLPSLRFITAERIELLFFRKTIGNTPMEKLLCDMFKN
HIF-2a inh – HIF-2a reporter inhibitors, primary screen, luminescence, 786-0 RCC cells. 786-0 RCC cells HIF-2a reporter, luciferase luminescence, overnight. inhibition, % at 18.8 µM. 360,000 compounds, 0.72% hits;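 active means inhibition of the luminescence signal of 40% or more relative to plate controls, in a single-dose primary screen at 18.75 µM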
MITF TRPM1 inh – inhibitors of MITF-dependent TRPM1 promoter reporter, primary screen, cell-based, SK-MEL-5, single point, luciferase | 330,000 compounds, 0.83% hits | SK-MEL-5 TRPM1 promoter luciferase, 24 h | AID 488899, 2010 | inhibition, % at 12.5 µM;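 active means mean inhibition across replicates of 60% or more, whatever share of single replicates reaches that level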; further: values of inactives mirror those of a sister screen read the other way
CaV13 ICDI inh – Disruptors of the CACNA1D IQ motif to Ca2+-dependent inactivation inhibitor domain association, primary screening, Förster resonance energy transfer in intact living …; HEK cells, CFP/YFP FRET ICDI-IQ, plate reader, 10 min; percent FRET-ratio fall versus neutral wells; 340,000 compounds, 0.098% hits; inhibition, % at 12.3 µM;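 active means mean replicate inhibition of at least 30% and at least 1% of replicates passing that level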;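 further: 0% = median of the neutral control wells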
NR2E3 ag-2 – inhibitors of NR2E3-RetCOR corepressor binding, primary screen, NR2E3 agonist project, biochemical, TR-FRET, GST-NR2E3, biotin-RetCOR; inhibition of corepressor binding, % at 4.78 µM; 320,000 compounds, 0.12% hits; AID 2300, 2010; 1536-well; Photoreceptor-specific nuclear receptor (Homo sapiens), Q9Y5X4;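 active means percent inhibition above the cutoff of mean plus 3 SD of all tested compounds, set per screening campaign, cut at about 20% in these data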;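 further: 0% = DMSO wells and 100% = biotin wells as full block of FRET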
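Material: NR2E3–RetCOR corepressor complex | Quantity: 1.35 nM GST-tagged NR2E3 final | Schedule: 5 h at 4 °C | Replication: Singlicate compound wells | Reagent: RetCOR corepressor, biotinylated, 7 nM | Controls: Biotin wells as high control, 0.6% DMSO wells as low control | Signal: TR-FRET, Eu(K)-anti-GST donor, streptavidin-D2 acceptor, ex 340, em 617/671 nm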
KKLEB cytotox – cytotoxicity in KKLEB CF airway cells, primary screen, cytotoxicity control for CF NF-kB inhibitor project, cell-based, uHTS, fluorescence assay plates; AID 602141, 2011; 360,000 compounds, 0.36% hits; KKLEB CF airway cells viability, ATPlite luminescence, overnight; hits give low values; cells stimulated with P. aeruginosa culture filtrate; activity change (cytotoxicity), % at 5 µM;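 active means corrected activity change at or below -50% at 5 µM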
Shn3 inh set2 – reduction of Shn3 3'UTR firefly luciferase signal, primary screen, Schnurri-3 inhibitor project, cell-based, Clone20 osteoblasts, set 2 | Clone20 osteoblast Shn3 3'UTR firefly luciferase, 24 h | AID 588674, 2011 | inhibition, % at 12.5 µM | 360,000 compounds, 0.52% hits;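 active means mean inhibition of at least 75% with every replicate also reaching 75%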;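 further: 0% = median of neutral control wells and 100% = pilot-screen positive control compound; some compounds past the cut are filed as inactive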
Vif imaging – HIV Vif self-association inhibitors, primary screen, imaging, HEK293T, single point. HEK293T cells, Vif self-association by quenched fluorescence, 24 h. inhibition, % at 7.49 µM. 340,000 compounds, 0.35% hits. AID 602346, 2012; in the data active means inhibition above about 50%, passing the limit was not always enough; further: some results filed as inactive read as strong as hits
Active calls of the source: *; i = inactive; . = not tested or not shown; & = joins results of further samples; ! = not confirmed by another sample.

cpd	SMILES	CF NFkB inh	Peg3 promoter	PDI turbidity	NR2E3 ag-1	HIF-2a inh	MITF TRPM1 inh
1	Cc1nn(C)c(C)c1/C=C(/C(=O)C(C)C)n1cncn1	10	1	-4	-16	19	1
2	O=c1cc(CSc2nnc3ccccn23)c2c(ccc3ccccc32)o1	-1	-2	2	4	15	3
3	Cc1ccc(/C=C(\NC(=O)c2ccccc2)C(=O)NCC2CCCO2)o1 (configuration not stated)	-23	6	0	19	18	4
4	Cc1[nH]c(=O)[nH]c(=O)c1NC(=O)CSc1ncccc1-c1nc2ccccc2[nH]1	8	-6	-8	-9	-52	2
5	CC(=O)N(C)c1ccc(OCC(O)CN(c2ccccc2C)S(=O)(=O)c2ccc(C)cc2)cc1 (configuration not stated)	-80	12	2	44	9	14
6	O=C1OC(c2ccc3c(c2)OCO3)N(C(=O)c2ccc(Cl)c(Cl)c2)c2ccccc21 (configuration not stated)	-6	-195	-2	-90	-141	-4
7	Cc1ccc(Cl)cc1N1CCN(C(=O)C2CCN(c3nnc(-n4cccc4)s3)CC2)CC1	16	-4	.	20	18	15
8	c1ccc2ncc(-n3ccnc3)cc2c1	9	-22	.	-14	1	.
9	Cc1cc(C)n(-c2nc3c(c(=O)n(C)c(=O)n3C)n2Cc2cccc(Br)c2)n1	-11	2	-4	-4	10	11
10	COc1ccccc1NS(=O)(=O)c1ccc(C)c(C(=O)NCC(c2ccco2)N2CCCCC2)c1 (configuration not stated)	-3	8	4	-2	17	11

cpd	CaV13 ICDI inh	NR2E3 ag-2	KKLEB cytotox	Shn3 inh set2	Vif imaging
1	-3	0	-7	5	-6
2	-4	3	0	-4	-10
3	-5	3	-2	-9	-7
4	-7	-1	-1	-8	7
5	-6	0	7	42	-4
6	.	3	8	-29	11
7	-2	-1	-9	62	-4
8	-8	.	-6	7	-2
9	-2	.	6	-14	6
10	-11	0	0	11	5

Fetched one by one from the entries so far, 6 records:
cpd	SMILES	CF NFkB inh	Peg3 promoter	PDI turbidity	NR2E3 ag-1	HIF-2a inh	MITF TRPM1 inh
7	Cc1ccc(Cl)cc1N1CCN(C(=O)C2CCN(c3nnc(-n4cccc4)s3)CC2)CC1	16	-4	.	20	18	15
3	Cc1ccc(/C=C(\NC(=O)c2ccccc2)C(=O)NCC2CCCO2)o1 (configuration not stated)	-23	6	0	19	18	4
4	Cc1[nH]c(=O)[nH]c(=O)c1NC(=O)CSc1ncccc1-c1nc2ccccc2[nH]1	8	-6	-8	-9	-52	2
1	Cc1nn(C)c(C)c1/C=C(/C(=O)C(C)C)n1cncn1	10	1	-4	-16	19	1
6	O=C1OC(c2ccc3c(c2)OCO3)N(C(=O)c2ccc(Cl)c(Cl)c2)c2ccccc21 (configuration not stated)	-6	-195	-2	-90	-141	-4
2	O=c1cc(CSc2nnc3ccccn23)c2c(ccc3ccccc32)o1	-1	-2	2	4	15	3

cpd	CaV13 ICDI inh	NR2E3 ag-2	KKLEB cytotox	Shn3 inh set2	Vif imaging
7	-2	-1	-9	62	-4
3	-5	3	-2	-9	-7
4	-7	-1	-1	-8	7
1	-3	0	-7	5	-6
6	.	3	8	-29	11
2	-4	3	0	-4	-10

Carrying on:
cpd	SMILES	CF NFkB inh	Peg3 promoter	PDI turbidity	NR2E3 ag-1	HIF-2a inh	MITF TRPM1 inh
11	CN(C)c1cc(NC(=O)CNC(C)(C)C)c2ccccc2n1	-25	15	4	-30	20	6
12	Cc1cc(C)c2c3c(oc2n1)C(=O)N(c1cccc(Cl)c1)CC(=O)N3	-2	18	2	-9	8	2
13	c1ccc(CCn2cnc3ccccc32)cc1	11	-136	-7	0	-207	-60
14	O=C1Nc2ccccc2C1(O)c1ccccc1O (configuration not stated)	17	14	-3	-9	27	-7
15	COc1cccc(/C=N\NC(=O)Cn2nnc3ccccc32)c1O	6	-1	2	-11	-18	4
16	OCC1(Cc2ccccc2F)CCCN(CCc2ccccc2)C1 (configuration not stated)	-23	-28	7	-9	-6	4
17	O=C(NNS(=O)(=O)c1ccccc1[N+](=O)[O-])c1ccccc1Cl	3	6	2	4	6	0
18	CCc1ccc(S(=O)(=O)Nc2ccc(Br)cn2)cc1	-10	14	-1	23	10	-7
19	O=C(NCc1ccco1)c1ccc2[nH]c(=O)c(=O)[nH]c2c1	-19	-1	-4	2	10	9
20	Cc1nn(-c2ccccc2)c(Cl)c1/C=C/C(=O)c1ccc(O)cc1	22	-104	17	-6	-144	-11

cpd	CaV13 ICDI inh	NR2E3 ag-2	KKLEB cytotox	Shn3 inh set2	Vif imaging
11	-3	0	9	-3	-4
12	-15	-2	-5	-6	3
13	2	-1	-7	-11	0
14	-14	0	2	-19	-1
15	-4	2	-6	20	23
16	-5	4	0	11	-2
17	-2	4	-8	-6	0
18	-2	2	4	7	-5
19	-7	0	1	15	-6
20	-3	1	-5	4	.

Further entries.
cpd	SMILES	CF NFkB inh	Peg3 promoter	PDI turbidity	NR2E3 ag-1	HIF-2a inh	MITF TRPM1 inh
21	CC(=O)N(C)c1ccc(C=C2C=Cc3ccccc32)cc1	-42	-160	-24	-3	-106	-12
22	CC1(C)CC(=O)C2=C(C1)NC(=O)NC2c1ccccc1Cl (configuration not stated)	3	-9	-3	-10	13	12
23	CCOC(=O)C1(CCOc2ccccc2)CCN(CCCn2cccn2)CC1	3	5	-7	-5	12	8
24	Cc1ccc(S(C)(=O)=O)cc1C(=O)OCC(=O)N(Cc1ccccc1)Cc1ccccc1	1	38	9	5	24	11
25	Cc1nc(C(F)(F)F)ccc1C(=O)NCC(O)c1ccccc1 (configuration not stated)	-18	-71	-6	-7	-106	-36
26	Cc1cc(C)c(S(=O)(=O)c2ccccc2C)c(N(C)C)n1	-10	-9	-1	-36	-2	5
27	CN1CCC(N(C)C(=S)NCCc2ccccc2)CC1	1	-26	-3	-15	-32	-6
28	O=S(=O)(c1ccc2nnn(O)c2c1)N1CCOCC1	7	2	0	-7	-6	-19
29	CCSc1nc(-c2ccccc2)nc2c1CCCC2	10	3	-1	-32	13	-9
30	Cc1ccnc(SCC(=O)Nc2sccc2C#N)n1	4	-19	1	-25	-20	-4

cpd	CaV13 ICDI inh	NR2E3 ag-2	KKLEB cytotox	Shn3 inh set2	Vif imaging
21	-5	.	-19	11	-10
22	-2	1	5	-9	-6
23	-4	0	9	23	-1
24	-5	4	4	15	-1
25	-4	1	12	-36	-1
26	-4	1	11	10	10
27	-1	1	-25	-8	18
28	-2	.	8	8	-4
29	-5	1	4	10	3
30	-3	-2	3	9	9

An excerpt from above, limited to Peg3 promoter:
nr | mol | Peg3 promoter
25 | Cc1nc(C(F)(F)F)ccc1C(=O)NCC(O)c1ccccc1 (configuration not stated) | -71
26 | Cc1cc(C)c(S(=O)(=O)c2ccccc2C)c(N(C)C)n1 | -9

Further records.
cpd	SMILES	CF NFkB inh	Peg3 promoter	PDI turbidity	NR2E3 ag-1	HIF-2a inh	MITF TRPM1 inh
31	Cc1c(Cl)cnc(NC(=O)COC(=O)c2cc3c(s2)CCC(C)C3)c1Cl (configuration not stated)	4	-9	10	9	5	8
32	O=C(c1ccccc1)[C@@H]1[C@@H]2C(=O)N(c3ccc(F)cc3)C(=O)[C@@H]2C2CCCN21 (some centres not stated)	-5	1	3	-29	-1	3
33	O=[N+]([O-])c1cccc(/C=C/c2nc(C=Nc3ccccc3)c(O)o2)c1	-2	23	-2	-4	5	10
34	CCS(=O)(=O)N1CCc2cc(OC)c(OC)cc2C1	14	-9	-4	-19	16	-13
35	Cc1nn(-c2ccccn2)c(C)c1Oc1ccccc1O	8	-12	-4	-12	4	-3
36	COc1ccc(NS(=O)(=O)c2ccc(Cl)c(NC(=O)c3cccnc3Cl)c2)cc1	2	12	-4	-18	4	-5
37	O=C(NC1CCCC1)C(c1cccnc1)N(C(=O)c1csnn1)C1CC1 (configuration not stated)	-16	7	1	12	10	6
38	COc1ccc(NS(=O)(=O)c2ccc(N3CCOCC3)c(N)c2)cc1	3	2	0	85*	7	33
39	Cc1ccccc1C(=O)N1CCC(n2nccc2NC(=O)C2CC2)CC1	5	-1	9	-7	-7	-9
40	COc1ccc(S(=O)(=O)N2CC(O)CC2C(=O)OCc2nc3sc(C)c(C)c3c(=O)[nH]2)cc1 (configuration not stated)	-21	-3	-1	1	18	2

cpd	CaV13 ICDI inh	NR2E3 ag-2	KKLEB cytotox	Shn3 inh set2	Vif imaging
31	-5	2	6	-1	2
32	-23	-3	-7	5	-7
33	-8	0	-2	33	i
34	.	2	-5	-2	7
35	.	1	0	-3	24
36	1	1	-18	41	-4
37	-3	-3	-8	6	8
38	-6	4	1	84	-13
39	.	4	-11	-18	5
40	-4	-3	12	-11	3

Other structures:
cpd	SMILES	CF NFkB inh	Peg3 promoter	PDI turbidity	NR2E3 ag-1	HIF-2a inh	MITF TRPM1 inh
41	c1ccc(-c2nccc(-c3ccc(-n4cnc5ccccc54)cc3)n2)cc1	10	-28	-1	3	-14	-4
42	CSc1ccc(CCNC(=O)Cn2ncc3c([nH]c4ccccc43)c2=O)cc1	12	1	-5	11	-4	9
43	Clc1ccc(COn2c(-c3ccc(Cl)cc3Cl)nc3ncccc32)cc1	-4	29	5	-8	15	-4
44	CCOC(=O)c1ccc(NC(=O)c2nc[nH]c2C(=O)N[C@@H](Cc2ccccc2)C(=O)OC(C)(C)C)cc1	1	-14	2	16	0	-4
45	c1ccc(CNc2ncnc3ccccc23)cc1	50*!	7&11	8&3	80*!	4&3	5&4
46	CCS(=O)(=O)c1ccc2oc(Nc3ccccc3Cl)nc2c1	-5	-317	6	-117	-199	-54
47	CC(=O)Nc1ccc(NC(=O)c2cccc(S(=O)(=O)N(C)C3CCCCC3)c2)cc1	11	4	2	-1	14	9
48	O=S(=O)(CCNCCc1ccccc1)NC1CCCCC1	15	-10	-9	-58	-26	-11

cpd	CaV13 ICDI inh	NR2E3 ag-2	KKLEB cytotox	Shn3 inh set2	Vif imaging
41	-4	-17	15	.	.
42	-3	2	-5	-11	-2
43	.	-1	1	-2	-13
44	-11	5	0	4	-3
45	-5&-6	0&1	-12&-2	84&72	-3&-40
46	-2	2	-10	-21	-2
47	-6	3	-3	-3	-6
48	-3	.	-8	0	-5
